# TRPC4 inh: inhibitors of mouse TRPC4 channel, primary screen, Fluo4 calcium, HEK293 TRPC4beta/mu-opioid cells | Short transient receptor potential channel 4 (Mus musculus), Q9QUQ5 | DAMGO-evoked Fluo4 calcium flux; hits give low values | B-score at 10 µM | 0.39% of 300,000 active;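 active means B-score over 3 SD under the library average, no early fluorescence shift, positive overall ratio signal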
#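 Test system – stable TRPC4beta/mu-opioid receptor HEK293 cells · Probe or stimulus – DAMGO, a submaximal dose followed by a maximal one · Dosing – one concentration per compound · Signal – Fluo4 calcium fluorescence by kinetic imaging, 5 s 1 Hz baseline · Evaluation – per-well B score of integrated baseline-normalized Fluo4 ratio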
# TRPC4 act: activators of mouse TRPC4 channel, primary screen, Fluo4 calcium, HEK293 TRPC4beta/mu-opioid cells; Short transient receptor potential channel 4 (Mus musculus), Q9QUQ5; Fluo4 calcium fluorescence; hits give high values; B-score at 10 µM; 0.49% of 310,000 active;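 active means B-score above 5 SD of library B-scores, and initial fluorescence ratio not above library mean plus 5 SD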;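 further: positive B-score marks a calcium rise read as TRPC4 activation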
#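 Incubation: 45 min room-temperature Fluo4 loading, 110 s read / System: HEK293 cells stably co-expressing mouse TRPC4beta and mu-opioid receptor / Signal: Fluo4 fluorescence, kinetic / Control set: buffer (low) and maximal DAMGO (high) / Measure: integrated baseline-normalised fluorescence ratio, converted to per-well B score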
# RGS4 block: RGS4 inhibitors, primary screen, cell-based, HEK293 M3R inducible RGS4, calcium flux. Fluo-4 calcium flux; hits give high values; triggered by carbachol at its EC20. 0.45% of 310,000 active. Regulator of G-protein signaling 4 (Homo sapiens), P49798. B-score at 10 µM;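 active means B-score, a plate-corrected calcium signal, over three deviations above library mean, with baseline fluorescence within five deviations of library mean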;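 further: RGS4 expression induced by doxycycline in cells with stable M3 receptor; B-score is computed from the integrated fluorescence ratio over baseline after carbachol; higher B-score means a larger calcium signal and so more RGS4 inhibition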
# Target sequence (P49798 whole entry, looked up): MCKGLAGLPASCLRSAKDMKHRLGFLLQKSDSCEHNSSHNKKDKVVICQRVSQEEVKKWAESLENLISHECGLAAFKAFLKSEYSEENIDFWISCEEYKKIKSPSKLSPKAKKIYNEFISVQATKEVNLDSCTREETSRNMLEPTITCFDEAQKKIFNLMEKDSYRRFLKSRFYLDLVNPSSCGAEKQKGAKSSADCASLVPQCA
# MrgX1 allo act: positive allosteric modulators of MrgX1, primary screen, HEK293 cells, Fluo-4 calcium flux | Mas-related G-protein coupled receptor member X1 (Homo sapiens), Q96LB2 | FDSS; hits give high values | B-score at 10 µM | 0.63% of 310,000 active;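 active means plate-corrected calcium response at least 3 library SD above typical, normal starting fluorescence, not activating the receptor alone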;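 further: compound read alongside a low EC10 to EC30 dose of BAM8-22 agonist; peak minus trough fluorescence over baseline measured at the second addition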
# TRPC6 activator: mouse TRPC6 channel activators, primary screen, cell-based, HEK293, membrane potential dye | Short transient receptor potential channel 6 (Mus musculus), Q61143 | HEK293-TRPC6 membrane potential dye fluorescence; hits give high values | B-score at 10 µM | 0.13% of 310,000 active;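 active means B-score of the integrated fluorescence ratio above library mean plus 3 SD, and starting fluorescence ratio within library mean plus 5 SD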;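 further: higher score means more depolarization so channel activation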
# Target sequence (Q61143 whole entry, looked up): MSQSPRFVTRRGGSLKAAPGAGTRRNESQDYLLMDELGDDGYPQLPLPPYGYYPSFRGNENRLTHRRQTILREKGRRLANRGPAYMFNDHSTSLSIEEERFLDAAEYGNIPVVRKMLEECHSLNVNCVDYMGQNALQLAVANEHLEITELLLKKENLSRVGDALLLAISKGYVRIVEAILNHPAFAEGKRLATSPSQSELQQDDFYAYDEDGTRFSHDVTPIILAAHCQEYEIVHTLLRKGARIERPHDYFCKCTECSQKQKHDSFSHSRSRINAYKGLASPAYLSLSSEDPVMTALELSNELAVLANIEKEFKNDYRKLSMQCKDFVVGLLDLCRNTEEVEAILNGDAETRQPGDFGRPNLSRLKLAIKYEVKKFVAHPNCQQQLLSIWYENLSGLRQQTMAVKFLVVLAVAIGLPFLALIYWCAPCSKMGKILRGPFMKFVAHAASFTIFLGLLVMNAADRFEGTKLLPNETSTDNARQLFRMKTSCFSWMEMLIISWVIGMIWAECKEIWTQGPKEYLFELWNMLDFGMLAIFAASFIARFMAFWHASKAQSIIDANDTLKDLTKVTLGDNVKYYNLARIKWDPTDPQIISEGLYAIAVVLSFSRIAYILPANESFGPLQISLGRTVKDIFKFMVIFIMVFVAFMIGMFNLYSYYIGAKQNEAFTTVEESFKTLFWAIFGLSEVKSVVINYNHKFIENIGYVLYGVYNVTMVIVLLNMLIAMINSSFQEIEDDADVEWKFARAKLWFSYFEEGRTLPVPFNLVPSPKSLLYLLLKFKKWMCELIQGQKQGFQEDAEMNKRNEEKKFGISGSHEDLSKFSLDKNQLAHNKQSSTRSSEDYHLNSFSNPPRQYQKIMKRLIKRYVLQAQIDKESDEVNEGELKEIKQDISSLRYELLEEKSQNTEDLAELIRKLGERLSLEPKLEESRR
# TRPC6 inhibitor: mouse TRPC6 channel inhibitors, primary screen, cell-based, HEK293, membrane potential dye; ACh-evoked depolarization; hits give low values; 1.1% of 310,000 active; B-score at 10 µM; AID 2553, 2010;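 active means B-score under library mean minus 3 SD, initial fluorescence not abnormally high, positive integrated signal ratio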;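 further: B-score derived from integrated fluorescence ratio over the kinetic read; more negative B-score means stronger inhibition of depolarization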
# MrgX1 antagonist: antagonists of human MrgX1 receptor, primary screen, HEK293 cells, Fluo-4 calcium flux; B-score at 10 µM; AID 588676, 2011; 1.3% of 310,000 active; BAM8-22 antagonism; hits give low values;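 active means calcium-response B-score plate-corrected more than 3 library SD below zero, starting fluorescence within 5 deviations, no agonist response on first addition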;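 further: peak minus trough fluorescence over baseline after final BAM8-22 challenge near maximal dose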
# MrgX1 agonist: agonists of human MrgX1 receptor, primary screen, HEK293 cells, Fluo-4 calcium flux; Fluo-4 calcium fluorescence, agonist mode; hits give high values; B-score at 10 µM; 0.44% of 310,000 active; AID 588627, 2011;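 active means calcium response B-score plate-corrected fluorescence ratio at least 3 library SD, with starting fluorescence B-score inside 5 SD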
#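 Material: HEK293 cells stably expressing human MrgX1 receptor | Quantity: 15,000 cells per well | Times: Cells plated overnight, dye loaded 0.5 h 37 °C, 0.5 h room temperature | Measured by: Kinetic Fluo-4 NW fluorescence of intracellular calcium | Control set: Positive and negative controls per plate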
# ANO1 activ: TMEM16A chloride channel activators or potentiators, primary screen, cell-based, HTS | B-score at 10 µM | 0.3% of 340,000 active | HEK293 TMEM16A/YFP-H148Q/I152L, iodide quench fluorescence; hits give low values | Anoctamin-1 (Mus musculus), Q8BHY3;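 active means fluorescence-ratio B-score plate-corrected deviation score at least 3 library SD below zero, with starting fluorescence score within 5 deviations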;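 further: channel opened by trigger with iodide after compound preincubation; score built on the fluorescence ratio of max minus min over baseline; more negative score means more quench and so TMEM16A activation or potentiation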
# ANO1 block: TMEM16A chloride channel inhibitors, primary screen, cell-based, HTS; Anoctamin-1 (Mus musculus), Q8BHY3; HEK293 TMEM16A/YFP iodide influx fluorescence, ionomycin; normalized B-score (activity score, 25-100; higher = stronger inhibition) at 10 µM; 1.2% of 310,000 active; AID 588511, 2011;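 active means ratio plate-corrected score three or more library SD toward inhibition, starting fluorescence score within five deviations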;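 further: score derived from kinetic fluorescence span divided by baseline fluorescence per well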
# TRPC4 potent: positive allosteric modulators of TRPC4, primary screen, cell-based, mouse TRPC4beta, HEK293 mu-opioid, Fluo-4 calcium. Short transient receptor potential channel 4 (Mus musculus), Q9QUQ5. DAMGO EC20, Fluo-4 Ca2+ flux; hits give high values. B-score at 10 µM. 0.42% of 310,000 active;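 active means B-score of calcium response area above 5 SD of library B-scores, with initial fluorescence ratio within 5 SD of library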;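 further: B-score of integrated fluorescence ratio over time as area under calcium response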
# Calls only; i = inactive; nt = no result given.
# Value order: RGS4 block, TRPC4 inh, TRPC4 act, MrgX1 antagonist, TRPC6 activator, TRPC6 inhibitor, MrgX1 agonist, ANO1 activ, ANO1 block, MrgX1 allo act, TRPC4 potent
> Cc1cccc(NC(=O)c2cccc(N3C(=O)C4C5CCC(C5)C4C3=O)c2)c1C (stereo not given)
→ i, i, i, i, i, i, i, i, i, i, i
> C[C@H](NC(=O)OC(C)(C)C)C(=O)N/N=C/C1=Cc2ccccc2OC1
→ i, i, i, i, i, i, i, i, i, i, i
> O=C(Cn1nc([N+](=O)[O-])nc1Br)NC1CCCCC1
→ i, i, i, i, i, i, i, i, i, i, i
> COc1ccc2oc(=Nc3ccccc3)c(-c3nc4ccccc4[nH]3)cc2c1
→ i, i, i, i, i, i, i, i, i, i, i
> O=C(Cc1ccccc1[N+](=O)[O-])N/N=C/c1cccnc1
→ i, i, i, i, i, i, i, i, i, i, i
> CCc1nnc(NS(=O)(=O)c2ccc(NC(=S)NC(=O)/C=C/c3ccccc3)cc2)s1
→ i, i, i, i, i, i, i, i, i, i, i
> O=C(CSc1nnc(Cc2ccccc2)o1)Nc1ccc(Br)cn1
→ i, i, i, i, i, i, i, i, i, i, i
> CCC1CCCCN1CCCNC(=O)Cn1ncc2c(C)n(Cc3ccccc3Cl)c(C)c2c1=O (stereo not given)
→ i, i, i, i, i, i, i, i, i, i, i
> O=C(OCCOCCN=C1NS(=O)(=O)c2ccccc21)c1ccccc1Br
→ i, i, i, i, i, i, i, i, i, i, i
> CCCS(=O)(=O)c1nc(S(=O)(=O)c2ccc(C)cc2)c(NCCN2CCOCC2)s1
→ i, i, i, i, i, i, i, i, i, i, i
> N#C/C(=C/c1ccc(-c2cc([N+](=O)[O-])ccc2Cl)o1)C(N)=O
→ i, i, i, i, i, i, i, i, i, i, i
> COC(=O)C1=C(C)NC(=O)C1(NC(=O)c1cccnc1)C(F)(F)F (stereo not given)
→ i, i, i, i, i, i, i, i, i, i, i
> CCOC(=O)CN1C(=O)S/C(=C/c2cc(C)n(-c3ccccn3)c2C)C1=O
→ i, i, i, i, i, i, i, i, i, i, i
> Cc1cccc(NC(=O)C2(c3ccccc3)CC2(Cl)Cl)c1 (stereo not given)
→ i, i, i, i, i, i, i, i, i, i, i
> CCCc1cc(=O)oc2cc(C)cc(OC(C)C(=O)NCC(O)c3ccccc3)c12 (stereo not given)
→ i, i, i, i, i, i, i, i, i, i, i
> O=C(CSc1ncccn1)N1CCCc2ccccc21
→ i, i, i, i, i, i, i, i, i, i, i
> O=C(c1cnccn1)N1CCN(c2ccccc2)CC1
→ i, i, i, i, i, i, i, i, i, i, i
> CCOc1ccc2nc(C(=O)N3CCCC(C)C3)sc2c1 (stereo not given)
→ i, i, i, i, i, i, i, i, i, i, i
> O=C1C2CC=CCC2C(=O)N1Cc1ccccc1Cl (stereo not given)
→ i, i, i, i, i, i, i, i, i, i, i
> Cc1nn(Cc2ccccc2Cl)c(C)c1C(=O)N1CCN(c2ccccc2)CC1
→ i, i, i, i, i, i, i, i, i, i, i

# Continuation.
# Value order: RGS4 block, TRPC4 inh, TRPC4 act, MrgX1 antagonist, TRPC6 activator, TRPC6 inhibitor, MrgX1 agonist, ANO1 activ, ANO1 block, MrgX1 allo act, TRPC4 potent
> OCCC1CN(Cc2cn[nH]c2C2CCCCC2)CCN1C1CCCCC1 (stereo not given)
→ i, i, i, i, i, i, i, i, i, i, i
> COCCn1c(=S)[nH]c2cc(C(=O)N3CCCC(C)C3)ccc2c1=O (stereo not given)
→ i, i, i, i, i, i, i, i, i, i, i
> Cc1cccc(NC(=O)C2CCCN(S(=O)(=O)c3c(C)nn(C)c3C)C2)n1 (stereo not given)
→ i, i, i, i, i, i, i, i, i, i, i
> O=[N+]([O-])c1cccc(-c2nc3ccccc3s/c2=N/O)c1
→ i, i, i, i, i, i, i, i, i, i, i
> C[C@@]1([C@@H](NC(=O)c2cccs2)c2ccc(-c3ccccc3)cc2)C[C@H]1C1CCCCC1
→ i, i, i, i, i, i, i, i, i, i, i
> CC(C)COc1nc2c(c(=O)n(C)c(=O)n2C)n1C
→ i, i, i, i, i, i, i, i, i, i, i
> CC1=NN(c2cccc(Cl)c2)C(=O)C1
→ i, i, i, i, i, i, i, i, i, i, i
> CCN(Cc1ccccc1)S(=O)(=O)c1cc(C(=O)c2c(N)n(C)c(=O)n(C)c2=O)ccc1OC
→ i, i, i, i, i, i, i, i, i, i, i
> CCN1C(=O)[C@H]2[C@@H](c3ccc(-c4ccc(OC)cc4)c(OC)c3)N3CCCC[C@@]3(C(=O)OC)[C@H]2C1=O
→ i, i, i, i, i, i, i, i, i, i, i
> CC(=O)c1cn(C(=O)c2ccc(Cl)cc2)c2ccccc12
→ i, i, i, i, i, i, i, i, i, i, i
> O=C(NCC1OCCCN1S(=O)(=O)c1ccc(F)cc1)C(=O)NC1CCCC1 (stereo not given)
→ i, i, i, i, i, i, i, i, i, i, i
> c1cncc(-c2ccnc3ncnn23)c1
→ i, i, i, i, i, i, i, i, i, i, i
> CCCCn1c(O)c(N=NC(=O)c2ccncc2)c2cc(Br)ccc21
→ i, i, i, i, i, i, i, i, i, i, i
> Cc1ccc(N(CC(=O)NCc2ccc3c(c2)OCO3)C(=O)c2csnn2)cc1
→ i, i, i, i, i, i, i, i, i, i, i
> COc1ccc(OC)c(S(=O)(=O)CC(O)CS(=O)(=O)c2ccccc2)c1 (stereo not given)
→ i, i, i, i, i, i, i, i, i, i, i
> O=C(Nc1ccc2[nH]c(=O)[nH]c2c1)c1cccc([N+](=O)[O-])c1
→ i, i, i, i, i, i, i, i, i, i, i
> Cc1ccc(C2CC(C(F)(F)F)n3nc(C(=O)NCc4c(C)nn(C)c4C)c(Cl)c3N2)cc1 (stereo not given)
→ i, i, i, i, i, i, i, i, i, i, i
> CCN(c1ccc(NC(=O)CN2C(=O)NC3(CCOc4ccccc43)C2=O)cc1)C(C)C (stereo not given)
→ i, i, i, i, i, i, i, i, i, i, i
> N=C1C(c2nc3ccccc3[nH]2)=C(O)CN1C1CCCCC1
→ i, i, i, i, i, i, i, i, i, i, i
> Cc1ccc(NC(=O)Cn2c(=O)c3cccn3c3ccccc32)cc1
→ i, i, i, i, i, i, i, i, i, i, i

# Further compounds follow.
# Value order: RGS4 block, TRPC4 inh, TRPC4 act, MrgX1 antagonist, TRPC6 activator, TRPC6 inhibitor, MrgX1 agonist, ANO1 activ, ANO1 block, MrgX1 allo act, TRPC4 potent
> CCN(C(=O)c1ccc(NC(C)=O)cc1)c1ccccc1C
→ i, i, i, i, i, i, i, i, i, i, i
> COc1cc2ccccc2cc1C(=O)Nc1ccc(O)cc1
→ i, i, i, i, i, i, i, i, i, i, i
> COCCSc1ccccc1C(=O)Nc1ccc([N+](=O)[O-])cc1OC
→ i, i, i, i, i, i, i, i, i, i, i
> Cc1cc(C(=O)NC(C)c2ccncc2)cs1 (stereo not given)
→ i, i, i, i, i, i, i, i, i, i, i
> CCc1cc2cc(C(=O)N3CCN(c4ccccc4)CC3)sc2s1
→ i, i, i, i, i, i, i, i, i, i, i
> CC(C)NC(=O)c1ccccc1S(=O)(=O)c1ccccc1C#N
→ i, i, i, i, i, i, i, i, i, i, i
> CCCCCCN(C(=O)CCCCCN1C(=O)NC(c2ccc(C3CCCCC3)cc2)C(C(=O)OCc2ccccc2)=C1C)C(C(=O)NCCCC)c1ccc(OCC(=O)OC)c(C(=O)OC)c1 (stereo not given)
→ i, nt, i, nt, i, i, nt, nt, nt, nt, i
> COc1ccccc1OCC(=O)Nc1ccc(S(=O)(=O)Nc2nc(C)cc(C)n2)cc1
→ i, i, i, i, i, i, i, i, i, i, i
> CCC(CC)Nc1ccc(C(CC(N)=O)NC(=O)Cc2cccc3ccccc23)cc1[N+](=O)[O-] (stereo not given)
→ i, i, i, i, i, i, i, i, i, i, i
> COc1ccc(-c2ccc(SCC(=O)NCc3ccc4c(c3)OCO4)nn2)cc1OC
→ i, i, i, i, i, i, i, i, i, i, i
> CCc1nn(C(C)C(=O)NC2CCCCCC2)c(=O)c2cc3occc3n12 (stereo not given)
→ i, i, i, i, i, i, i, i, i, i, i
> CCCCn1c(-c2ccc(C(C)(C)C)cc2)nc2cc3[nH]c(=O)c(C(C)C)nc3cc21
→ i, i, i, i, i, i, i, i, i, i, i
> Cc1cc(C)c(NC(=O)CCCN2CCCC2)c(C)c1
→ i, i, i, i, i, i, i, i, i, i, i
> CCOc1ccccc1NC(=O)CCS(=O)(=O)c1cccs1
→ i, i, i, i, i, i, i, i, i, i, i
> CCn1c(C2CC(=O)N(c3ccc(C)c(C)c3)C2)nc2ccccc21 (stereo not given)
→ i, i, i, i, i, i, i, i, i, i, i
> COc1ccc(S(=O)(=O)N2CCC(N3CCCCC3)CC2)cc1
→ i, i, i, i, i, i, i, i, i, i, i
> O=C(/C=C/c1ccc(Cl)cc1)NCCCN1CCOCC1
→ i, i, i, i, i, i, i, i, i, i, i
> CC(=O)Nc1cc2nn(-c3ccccc3)nc2cc1C
→ i, i, i, i, i, i, i, i, i, i, i
> CCOC(=O)N1CCN(c2c(NCCOC)c(=O)c2=O)CC1
→ i, i, i, i, i, i, i, i, i, i, i
> COc1cccc(CNC(=O)CN2C(=O)COc3ccc(S(=O)(=O)N4CCCCCC4)cc32)c1
→ i, i, i, i, i, i, i, i, i, i, i
> CCCCNC(=O)c1ccc(Cn2c(=S)[nH]c3c([nH]c4ccc(OC)cc43)c2=O)cc1
→ i, i, i, i, i, i, i, i, i, i, i
> CNC(=O)c1nc(C)c(C2(C)CC(c3ccccc3)=NO2)s1 (stereo not given)
→ i, i, i, i, i, i, i, i, i, i, i
